HDAC3 inh: blocks human histone deacetylase 3; recombinant HDAC3, fluorogenic peptide/trypsin coupled, fluorescence; hit rate 0.15% among 320,000; inhibition, % at 8.3 µM; AID 2718; O15379; in the data active = inhibition above about 26%, passing the limit was not always enough; inconclusive = no clear call, values can overlap the other calls
Target sequence (O15379 whole entry, looked up): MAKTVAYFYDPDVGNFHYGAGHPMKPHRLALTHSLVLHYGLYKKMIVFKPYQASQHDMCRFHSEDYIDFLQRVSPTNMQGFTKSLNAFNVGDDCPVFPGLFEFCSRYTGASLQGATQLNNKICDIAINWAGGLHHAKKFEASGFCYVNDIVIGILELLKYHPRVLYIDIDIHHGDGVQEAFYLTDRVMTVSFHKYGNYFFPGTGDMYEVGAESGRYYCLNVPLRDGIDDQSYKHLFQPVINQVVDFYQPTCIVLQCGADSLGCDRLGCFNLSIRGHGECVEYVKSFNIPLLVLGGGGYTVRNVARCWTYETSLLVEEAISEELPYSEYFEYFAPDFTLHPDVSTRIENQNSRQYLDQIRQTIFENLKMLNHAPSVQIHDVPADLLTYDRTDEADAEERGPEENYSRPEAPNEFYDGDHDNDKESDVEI
GSK3beta inhib: inhibitors of human GSK3beta kinase; P49841; GST-GSK3beta kinase, ADP-Glo luminescence, 60 min; active compounds read low; activity score (negative = inhibition), % at 10 µM; hit rate 0.038% among 300,000; AID 2097;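 active = more than half of replicate wells score below -50%, meaning over 50% inhibition versus plate controls; inconclusive = some replicates but at most half score below -50%; inactive = no replicate scores below -50%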;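 note: 0% = median DMSO wells and -100% = median GW8510 positive control wells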
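test system = GST-tagged human GSK3beta kinase, cell-free | reagent = 25 µM ATP with peptide substrate | dosing = one dose of 10 µM per compound | schedule = 60 min reaction, RT | detection = luminescent ADP-Glo measurement of ADP formed | control set = DMSO neutral wells and GW8510 at 20 µM as positive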
Dyrk1A ADPGlo: inhibitors of rat Dyrk1A kinase | Q63470 | ADP-Glo luminescence, NFATc1 peptide | inhibition, % at 12.5 µM | hit rate 0.43% among 310,000; in the data active = inhibition above about 50%;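 note: plate controls were vehicle with enzyme for no effect and no enzyme for full effect; many of its hits are not listed in these tables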
HSF1 inhib: HSF1 inhibition. NIH3T3-HGL HSE-luciferase, MG132-induced, luminescence 8 h; active compounds read low. activity change, negative = inhibition, % at 7.5 µM (by protocol). hit rate 0.77% among 300,000. AID 2098;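 active = more than half of replicate wells show activity change below -50%, luminescence cut by over half; inconclusive = some wells, but at most half, below -50%; inactive = no replicate well below -50%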;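 note: luciferase reports HSF-1 transcriptional activity via heat shock element; 0% = median of DMSO wells and -100% = zero luminescence signal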
AI-2 QS mod: Vibrio harveyi AI-2 quorum sensing modulation; Vibrio harveyi JMH597 AI-2 luminescence/OD600 ratio, 9 h; active compounds read low; strain lacks LuxN and CqsS sensors; 0 = neutral-control median; hit rate 0.4% among 300,000; activity change, % at 7.5 µM; in the data active = activity change below about -75%, passing the limit was not always enough; inconclusive = no clear call, values can overlap the other calls;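 note: luminescence divided by OD600 gain over 9 h not by final OD600 alone; inactives centre near 13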
Platelet DG rel: modulates dense granule release in human platelets; human platelet-rich plasma, SFLLRN dense granule ATP release, luminescence; inhibition, %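 (compounds screened at 7.5 µM in platelet-rich plasma)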; hit rate 0.22% among 300,000; AID 1663;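 active = mean replicate score, as percent of positive control, at or above 50; inconclusive = mean below 50 but at least one replicate at or above 50; inactive = mean and every replicate below 50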
HSF-1 act: increases HSF-1 driven luciferase reporter signal | hit rate 1.7% among 300,000 | AID 504408 | NIH3T3-HGL HSF-1 luciferase reporter, MG132, 8 h; 100% = twice DMSO control signal | activation, % at 9 µM;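 active = mean replicate activation of at least 50% with a set share of replicates each reaching 50%; inconclusive = only one of those two conditions met; inactive = mean below 50% and too few replicates reaching it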;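 note: 0% = median of the neutral control wells and 100% = twice that signal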
PolyA inhibitor: blocks polyadenylation in yeast reporter cells | S. cerevisiae SKY197-pL101 polyadenylation reporter, beta-gal luminescence; efflux-impaired pdr1/pdr3 knockout yeast; score 100 = 6 SD above DMSO | calls only at 12 µM | hit rate 0.02% among 300,000 | AID 1875;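 active = lowest replicate activity score at least 50, where 100 means six control SD above control mean; inconclusive = lowest score under 50 but half or more replicates reach 50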;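 note: yeast exposed to compound for 9 h at 30 °C; higher score means more reporter readthrough which indicates perturbed polyadenylation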
HSP90 refold inh: HSP90 refolding inhibition in rabbit reticulocyte lysate; luciferase refolding luminescence, 3 h; inhibition, % at 5.6 µM; hit rate 0.91% among 290,000; AID 1789;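 active = inhibition above the screen-wide mean plus 3 SD, computed separately per campaign, cut at about 16% in these data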;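 note: 0% = DMSO wells and 100% = 60 µM geldanamycin wells; inhibitors lower the luminescence because luciferase stays unfolded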
GSK3A inh: inhibitors of human GSK-3 alpha kinase | P49840 | ADP-Glo luminescence, 60 min | inhibition, % at 10 µM | hit rate 0.1% among 320,000 | AID 2650;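 in the data active = inhibition above about 50%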;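 note: GST-tagged GSK-3 alpha with peptide substrate and 25 µM ATP; 0% = DMSO neutral wells and 100% = GW8510 positive control wells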
Target sequence (P49840 whole entry, looked up): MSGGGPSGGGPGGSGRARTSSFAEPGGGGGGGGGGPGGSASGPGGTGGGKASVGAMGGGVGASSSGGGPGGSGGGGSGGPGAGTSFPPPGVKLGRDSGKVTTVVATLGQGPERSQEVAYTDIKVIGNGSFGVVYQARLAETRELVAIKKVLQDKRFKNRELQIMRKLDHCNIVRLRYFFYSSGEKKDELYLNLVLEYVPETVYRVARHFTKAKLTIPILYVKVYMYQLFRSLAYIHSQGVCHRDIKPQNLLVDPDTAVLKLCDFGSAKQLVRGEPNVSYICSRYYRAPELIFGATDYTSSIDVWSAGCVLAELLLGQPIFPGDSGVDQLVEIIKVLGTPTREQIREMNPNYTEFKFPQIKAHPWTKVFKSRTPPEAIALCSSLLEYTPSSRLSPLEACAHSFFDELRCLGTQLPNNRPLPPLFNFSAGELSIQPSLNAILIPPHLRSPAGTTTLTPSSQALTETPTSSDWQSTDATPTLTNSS
Active calls of the source: *; i = inactive; ? = inconclusive; / = no result given.

HDAC3 inh	GSK3beta inhib	Dyrk1A ADPGlo	HSF1 inhib	AI-2 QS mod	Platelet DG rel	HSF-1 act	PolyA inhibitor	HSP90 refold inh	GSK3A inh	Structure
1	-7	9	-11	-2	-2	4	i	5	2	CN1CCN(c2ccc(NC(=O)c3ccc(-c4ccc(Cl)cc4)o3)cc2)CC1
/	-1	3	1	29	1	3	i	1	0	O=C(NCCCN1CCOCC1)c1cc(-c2ccc(O)cc2)on1
-6	0	4	-7	30	-1	-3	i	5	0	O=C(NCc1ccco1)c1cnn2c(C(F)(F)F)cc(-c3ccco3)nc12
-1	-1	-7	11	30	-7	15	i	-7	-1	COC(=O)CC/C(C)=N\Nc1ccc([N+](=O)[O-])cc1[N+](=O)[O-]
12	-1	12	-1	26	2	20	i	-5	-2	COc1ccc(/C=C2\Oc3cc(OCC(=O)N4CC(O)C[C@H]4C(=O)O)ccc3C2=O)cc1OC (some centres undefined)
-2	3	6	1	12	2	6	i	3	1	CC(CN1CCCCC1)OC(=O)C(C)(c1ccccc1)c1ccccc1 (centres undefined)
9	-1	9	-6	13	-3	1	i	1	-1	C[n+]1ccc(/C=C/c2ccccc2O)c2ccccc21
-3	1	7	21	87	11	7	i	1	-3	O=S(=O)(Nc1cccc2ncccc12)c1cccs1
6	4	-7	37	8	34	54*	i	1	-1	Cn1c(CCCOc2ccc(Cl)cc2Cl)nnc1SCC(=O)Nc1cccc(F)c1
-6	-4	-4	-3	11	21	-11	i	2	-1	COc1ccc2c(c1)C(=O)N(c1ccc(C)cc1C)C(=O)C2(C)C
-3	-3	7	-6	5	0	5	i	-2	7	O=C(Cn1ccsc1=NC(=O)c1ccco1)c1ccccc1
-2	3	7	11	8	3	15	i	-2	-2	COc1cccc(OC)c1OCCN(C)C
7	-1	-5	-9	16	-2	-4	i	-3	1	CCc1ccc2[nH]c(=O)c(CN(CCN(C)C)C(=O)Nc3ccccc3OC)cc2c1
-3	-1	0	9	-14	-3	-1	i	1	6	O=C(Nc1cccc(Br)c1)c1cccc(OC(=S)N2CCOCC2)c1
-2	-3	6	2	35	-3	25	i	2	13	Cc1c(C(=O)O)sc2nc(/C=C/c3cccc(F)c3)[nH]c(=O)c12
-3	2	5	12	14	4	18	i	-6	0	OCCN(CC#CC(O)(c1ccccc1)C1CCCCC1)CCO (centres undefined)
3	4	5	23	4	-7	42	i	-2	-6	COc1ccccc1-c1nc(COc2ccc(Cl)cc2Cl)no1
-1	2	6	0	44	9	16	i	1	-2	CCN(CC)S(=O)(=O)c1cccc(NC(=O)COC(=O)/C=C/c2cccs2)c1
-1	2	2	12	14	1	54*	i	2	-1	Cc1ccc(C(=O)NC2CCCN(c3ccc(C(F)(F)F)cn3)C2)cn1 (centres undefined)
16	-1	-4	8	-5	2	11	i	2	2	COc1cc(OC)c2c(O)c3c(c(-c4c5c(c(O)c6c(OC)cc(OC)cc46)CO[C@@H](C)[C@H]5O)c2c1)[C@H](O)[C@H](C)OC3
-2	-2	24	-14	18	7	-13	i	1	4	Cc1cc(C)n(Cc2ccc(C(=O)N/N=C/c3ccc(-c4ccc([N+](=O)[O-])cc4)o3)o2)n1
/	-5	0	17	12	-4	13	i	1	0	O=C(Cc1ccc(Cl)cc1)N1CCN(c2ccc(F)cc2)CC1
-1	-2	0	6	20	-9	0	i	-4	0	O=C(C1CC1)N1CCN=C1SCc1ccccc1
-3	-1	1	2	25	2	34	i	-1	0	Cc1ccc([N+](=O)[O-])c(C)[n+]1C
-9	-2	14	-6	2	-4	9	/	0	13	CCN(CC)CCNc1c2c(c(C#N)c3nc4ccccc4n13)CCCC2

The closing 2 records of the section above lead into the next:
HDAC3 inh	GSK3beta inhib	Dyrk1A ADPGlo	HSF1 inhib	AI-2 QS mod	Platelet DG rel	HSF-1 act	PolyA inhibitor	HSP90 refold inh	GSK3A inh	Structure
-3	-1	1	2	25	2	34	i	-1	0	Cc1ccc([N+](=O)[O-])c(C)[n+]1C
-9	-2	14	-6	2	-4	9	/	0	13	CCN(CC)CCNc1c2c(c(C#N)c3nc4ccccc4n13)CCCC2
0	3	-2	3	13	1	5	i	3	0	COC(=O)c1cccc(NC(=O)CSc2nnc(COc3cccc(C)c3)n2C)c1
86*	-1	5	8	16	7	12	i	/	-1	O=C(Nc1ncccc1O)c1ccc2c(c1)OCO2
6	0	0	-7	39	-3	-5	i	4	/	Cc1ccccc1NC(=O)/C(=C\c1cccs1)NC(=O)c1ccco1
-1	0	3	-4	35	7	1	i	-1	-1	COc1cccc(OC)c1C(=O)Nc1ccc(Cc2ccncc2)cc1
-6	-2	-3	0	29	-10	-3	i	0	8	Cc1cc(C)n(-c2nnc(C)n2/N=C/c2ccccc2O)n1
12	-1	-3	7	15	7	17	i	5	-5	O=C(O)CSc1nc(-c2ccccc2)cc(=O)[nH]1
-1	3	-3	-1	29	8	12	i	3	-3	COc1ccc(CCNC(=O)C(Sc2ccccn2)c2ccccc2)cc1OC (centres undefined)
12	1	0	13	15	2	32	i	1	-1	CN1C(=O)NC(c2ccccc2)(C(F)(F)F)S/C1=C(/C#N)c1nnc(N2CCOCC2)n1-c1ccccc1 (centres undefined)
5	-2	2	-1	-6	-3	8	i	5	0	CC(C)Cn1c(SCC(=O)N2CC(=O)Nc3ccccc32)nc2ccccc21
-7	2	-5	5	16	-2	5	i	4	-11	CCOc1ncccc1C(=O)Nc1ccc2c(C)cc(=O)oc2c1
0	1	/	1	7	0	25	i	1	13	COc1cccc(-n2ccnc2SCC(=O)Nc2cc(C)on2)c1
14	1	-6	37	24	0	68*	i	-1	-4	Cc1nn(-c2ccccc2)c(C)c1/C=N/NC(=O)CSc1nnc(SCc2ccc(Cl)cc2)s1
7	1	-1	-4	13	10	-5	i	-2	4	Cc1ccc(NC(=S)NNC(=O)CCn2cc(C)cn2)cc1
-4	1	/	6	9	34	-10	i	-2	13	CS(=O)(=O)c1ccc2nc(NC(=O)C3CCCO3)sc2c1 (centres undefined)
0	2	-3	6	2	-4	-4	i	1	0	Cc1cccc(C)c1NC(=O)COC(=O)c1ccc2c(c1)OCO2
-2	1	-1	-13	/	15	-33	i	-3	2	CCCCN(CCCC)CCNC(=O)c1cn(CC)c2ccc(S(=O)(=O)N3CCc4ccccc4C3)cc2c1=O
-6	-6	7	-6	6	-11	-21	i	-2	-1	Cc1nn(C)cc1S(=O)(=O)Nc1ccccc1Br
-4	2	-4	5	17	3	12	i	2	0	COCCN(C(=O)CNC(=O)c1cccs1)C(C(=O)NC1CCCC1)c1cccs1 (centres undefined)
1	3	-6	-5	31	1	1	i	-1	-3	CSCCCNC(=S)Nc1ccc(N2CCOCC2)cc1N1CCOCC1
-1	1	6	8	5	-14	23	i	3	-2	OCc1nc2ccccc2n1CCc1ccccc1
22	-2	10	-4	8	-2	-9	i	7	6	CC(C)C[C@H](NC(=O)c1nc[nH]c1C(=O)NC1CCN(C(=O)OC(C)(C)C)CC1)C(=O)OC(C)(C)C
-1	-4	2	-7	15	4	7	i	-3	-2	CC12CCC(C/C1=N\OC(=O)c1ccc(F)cc1)C2(C)C (centres undefined)
-2	4	2	-5	18	-2	4	i	-2	-6	N#Cc1cccc(NC(=O)CCn2ccnc2)c1
1	0	1	-72*	-12	-3	-78	i	2	0	CCOC(=O)c1cc(C#N)c(NCc2ccccc2)nc1C
/	2	4	3	32	-10	6	i	-3	-4	CCCCC#Cc1cncc(C(=O)N/N=C/c2cccc(OC)c2)c1
-10	0	9	15	4	1	15	i	-3	3	Clc1ccc(-c2cnc3n2CCC3)cc1
3	-3	1	-1	1	-23	-15	i	-3	1	COCc1cc(Sc2ccc(Cl)cc2Cl)nc(-c2ccccc2)n1
-23	-3	5	5	16	1	3	i	3	-1	CN(C)C(=O)c1cn(-c2ccccc2)nc1-c1cc2ccccc2o1
-5	1	7	8	40	6	3	i	0	0	COCCn1c(C)cc(C(=O)CSc2nc(C)cc(C)c2C#N)c1C
14	-2	-1	4	12	-12	16	i	-2	-5	CN(C)S(=O)(=O)c1ccc2c(c1)nc(CCC(=O)Nc1ccc3c(c1)OCO3)n2C
3	-3	4	-6	13	9	7	i	0	-1	CCOc1ccc(NC(=O)C2Cc3ccccc3CN2S(=O)(=O)CC)cc1 (centres undefined)
4	2	20	-8	26	57*	-10	i	2	2	Oc1cccc(/C=N/Nc2nn3cnnc3c3ccccc23)c1
4	0	11	8	10	-4	-1	i	-1	5	FC(F)(F)c1nc2ccccc2n2c(-c3ccc(Cl)cc3Cl)nnc12
5	-2	10	8	-8	-10	12	i	/	0	COc1ccc(COC(=O)c2ccc(Br)c(S(=O)(=O)N3CCOCC3)c2)cc1F
-2	0	/	1	/	-1	4	i	1	-1	COc1cccc(CNC(=O)C2CCN(S(=O)(=O)c3ccc4c(c3)CC(C)N4C(=O)C3CC3)CC2)c1 (centres undefined)
-10	-1	-6	-7	17	5	0	i	0	-3	Cc1nn(-c2ccccc2)c2nc(N)c(C#N)c(-c3ccc(F)cc3)c12
2	2	1	?	10	2	-63	i	5	-1	CCN(CC(=O)Nc1ccc(NC(C)=O)cc1)C(=O)C12CC3CC(CC(Cl)(C3)C1)C2
/	3	3	-4	-1	-14	-12	i	0	/	C/C(=N\NC(=O)Cc1csc(N2CCOCC2)n1)c1ccc(Cl)c(Cl)c1
-3	1	16	-7	15	3	-7	i	1	-1	CCOc1ccc(CN2CCC(Cc3ccccc3)CC2)cc1
-41	0	/	-13	10	24	-8	i	-1	-3	CCc1nc2sc(C#N)c(N)c2c2c1CCCC2
-2	-3	/	9	-20	-7	24	i	-4	-1	Cc1ccc(CC2C(=O)N(c3cc(Cl)ccn3)C(=O)C2C)cc1 (centres undefined)
2	-1	-6	-5	19	-4	15	i	0	-4	CCOC(=O)N1CCN(Cc2nc3cc([N+](=O)[O-])ccc3n2C)CC1
2	-3	0	-2	10	0	12	i	1	-2	O=C(O)C1CC=CCC1C(=O)Nc1ccccc1 (centres undefined)
-2	2	0	20	18	12	22	i	-3	-4	S=C(Nc1ccc(Nc2ccccc2)cc1)Nc1ccccn1
9	1	1	2	1	10	14	i	-3	-2	Cc1cccc(NC(=O)c2cccc(S(=O)(=O)N3CCCCC3)c2)c1
-1	-4	-4	1	15	-37	12	i	-1	1	O=C1Nc2ccc(S(=O)(=O)N3CCCC3C(=O)O)c3cccc1c23 (centres undefined)
-1	3	-3	-6	-6	3	-17	i	-4	-4	CC(C)(C)c1nnc(NS(=O)(=O)c2ccc([N+](=O)[O-])cc2)s1

An excerpt (hit frequency here may not be typical).
